High-throughput results: PubChem BioAssay, several laboratories
PrPC surface inh = cell surface PrPC inhibition, primary TR-FRET screen. P04156. inhibition, % at 13.8 µM. TR-FRET read-out. 0.43% of 370,000 active; in the data active = inhibition above about 24%; note: 0% = median of the test wells and 100% = reference compound wells
Rv3671c inh = inhibitors of M. tuberculosis serine protease Rv3671c | P9WHR9 | 0.048% of 320,000 active | AID 2606 | inhibition, % at 5.96 µM; in the data active = inhibition above about 38%;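 note: extracellular domain of Rv3671c used as enzyme; 0% = enzyme with DMSO and 100% = no enzyme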
Target sequence (P9WHR9 whole entry, looked up, the tested form may be a part): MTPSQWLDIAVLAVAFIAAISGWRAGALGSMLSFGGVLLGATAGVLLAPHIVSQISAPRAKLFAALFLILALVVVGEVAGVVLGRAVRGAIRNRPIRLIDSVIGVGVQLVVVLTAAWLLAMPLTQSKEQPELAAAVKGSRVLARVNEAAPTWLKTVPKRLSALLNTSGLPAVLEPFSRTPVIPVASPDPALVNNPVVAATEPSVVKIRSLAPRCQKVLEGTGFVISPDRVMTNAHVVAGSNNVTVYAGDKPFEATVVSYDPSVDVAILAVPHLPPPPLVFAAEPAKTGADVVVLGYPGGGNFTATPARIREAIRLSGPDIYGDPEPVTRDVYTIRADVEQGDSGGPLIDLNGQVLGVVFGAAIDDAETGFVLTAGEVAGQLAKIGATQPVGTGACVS
BioA inh = blocks M. tuberculosis BioA enzyme activity; inhibition, % at 9.99 µM; 0.096% of 360,000 active; purified M. tuberculosis BioA enzyme, plate reader; in the data active = inhibition above about 40%; inconclusive = no clear call, values can overlap the other calls
FadD28 FP inh = inhibitors of Mycobacterium tuberculosis FadD28 bisubstrate binding. inhibition, % at 12.5 µM. 0.22% of 360,000 active. FadD28 bisubstrate probe binding, fluorescence polarization. AID 588549; in the data active = inhibition above about 8.5%, passing the limit was not always enough; inconclusive = no clear call, values can overlap the other calls
BoNT-F LC inh = inhibitors of Botulinum neurotoxin F light chain protease; inhibition, % at 10 µM; Multiplex microsphere protease cleavage assay, flow cytometry; AID 588497; 0.22% of 360,000 active; in the data active = inhibition above about 35%, passing the limit was not always enough; inconclusive = no clear call, values can overlap the other calls; note: plate controls were buffer without enzyme for full effect and enzyme alone for no effect
GDH-TPI inh = counter-screen for M. tuberculosis FBA inhibitors: GDH-TPI coupled enzymes | GDH-TPI coupled enzyme counterscreen, NADH absorbance | inhibition, % at 4.8 µM | 1.2% of 360,000 active | AID 588335; in the data active = inhibition above about 30%;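 note: 0% = DMSO wells and 100% = wells lacking the enzyme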
MazF activator = activators of E. coli MazEF toxin-antitoxin RNase | P0AE70 | 0.32% of 350,000 active | activation, % at 20 µM | FAM/BHQ RNA-DNA oligo cleavage fluorescence, 5 h; in the data active = activation above about 50%
Target sequence (P0AE70 whole entry, looked up): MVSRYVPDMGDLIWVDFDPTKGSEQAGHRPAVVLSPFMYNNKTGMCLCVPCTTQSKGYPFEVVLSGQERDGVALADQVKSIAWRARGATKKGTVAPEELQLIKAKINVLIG
Mtb FBA inh = inhibits M. tuberculosis FBA enzyme; P9WQA3; purified M. tuberculosis FBA, fluorescence read-out; inhibition, % at 1 µM; 2.3% of 360,000 active; AID 588726; in the data active = inhibition above about 27%;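 note: 0% = vehicle and 100% = reference inhibitor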
Mtb UGM inh = Mtb UDP-galactopyranose mutase inhibition | purified UGM, fluorescence polarization probe displacement | AID 504406 | inhibition, % at 10 µM | 0.06% of 320,000 active | P9WIQ1; in the data active = inhibition above about 10%, passing the limit was not always enough; inconclusive = no clear call, values can overlap the other calls
Target sequence (P9WIQ1 whole entry, looked up): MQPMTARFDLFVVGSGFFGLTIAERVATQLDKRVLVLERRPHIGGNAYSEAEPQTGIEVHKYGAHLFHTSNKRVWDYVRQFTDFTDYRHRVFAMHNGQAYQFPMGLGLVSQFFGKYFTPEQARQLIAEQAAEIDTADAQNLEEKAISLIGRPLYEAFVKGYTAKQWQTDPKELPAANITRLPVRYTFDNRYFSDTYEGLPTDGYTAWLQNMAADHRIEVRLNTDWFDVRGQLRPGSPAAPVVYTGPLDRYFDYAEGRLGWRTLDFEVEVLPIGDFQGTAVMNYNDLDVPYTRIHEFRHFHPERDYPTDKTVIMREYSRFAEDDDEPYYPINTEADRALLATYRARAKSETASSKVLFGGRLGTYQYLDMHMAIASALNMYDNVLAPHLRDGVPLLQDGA
* marks the source's active call; other numbers are inactive results; i = inactive; ? = inconclusive; . = no result given; & = joins results of further samples.

Structure	Rv3671c inh	Mtb UGM inh	MazF activator	PrPC surface inh	BoNT-F LC inh	BioA inh	GDH-TPI inh	Mtb FBA inh	FadD28 FP inh
COc1cc(SC)ccc1C(=O)NCCOc1ccc(C)c(C)c1	-3	-2.4	-10	2	8	1.4	-1	-1	-3.4
CCOc1cccc(C(=O)N/N=C/c2ccoc2)c1	.	1.8	2	-2	0	12	-6	-1	-4.3
Cc1ccc(C(=O)NN2CCOCC2)cc1	-7	-0.1	-2	-5	0	0.8	-3	0	-3.3
O=C(CSc1nnc(CNC(=O)c2ccc(F)cc2)o1)NCCc1ccccc1	7	2.3	1	8	2	-0.1	6	3	0.8
CCCNC(=O)NCc1ccc(N2CCCC2=O)cc1	1	-0.3	3	-1	16	2.4	2	0	-1.5
CCOC(=O)Cn1c(S(=O)(=O)Cc2ccc(Cl)cc2)nc(-c2ccccc2)c1-c1ccccc1	-2	-5.2	9	-8	-4	-8.6	3	22	-1.1
O=C(c1cccnc1)N1CCN(S(=O)(=O)c2ccc3ccccc3c2)CC1	3	-1.6	-1	3	1	4.2	6	2	-0.5
CCNC(=O)/C(C#N)=C/c1c(N2CCOCC2)nc2ccccn2c1=O	2	-1.6	10	-7	1	.	5	42*	0.7
CC[C@]12c3[nH]c4cc(-c5ccco5)ccc4c3CCN1C(=O)[C@@H](CC(=O)NCC13CC4CC(CC(C4)C1)C3)C[C@@H]2C(=O)N1CCN(C(=O)C2CC2)CC1	.	.	2	-6	2	-2.8	9	19	-2.7
CCn1cc(CN2CCC(n3nccc3NC(=O)c3ccccc3C)CC2)cn1	4	0.2	0	-3	-5	-0.5	-6	-1	-3.9
COc1ccc(/C=N/OC(=O)c2ccc(Cl)cc2)c(Cl)c1OC	-2	1.0	-33	6	-8	-0.8	-2	-2	-2.1
C=C1[C@@H](OC(C)=O)C=C[C@@]2(C)C=CC(=O)[C@@](C)(OC(C)=O)[C@@H]2[C@@H](OC(C)=O)[C@]2(O)[C@@H](C)C(=O)O[C@H]2[C@H]1Cl	.	.	.	-3	9	0.0	-1	2	0.5
N/C(Cc1ccc([N+](=O)[O-])cc1)=N\OC(=O)c1ccc2ccccc2c1	-4	-0.8	10	-2	-7	.	4	2	-4.4
CC(=O)c1ccc(NS(=O)(=O)c2ccc(C(C)(C)C)cc2)cc1	-1	0.5	9	2	-4	.	9	2	-6.0
c1cc(-c2ccsc2)n2ccnc2c1	.	.	.	2	-3	0.6	5	56*	-1.6
CCc1ccc(NC(=O)N(C2CCCCC2)C(C)c2cccnc2)cc1 (stereo not given)	-15	-1.4	5	1	-2	-0.4	-13	-4	-2.9
CCOC(=O)C(C)n1cnc2c(cnn2-c2ccc(Cl)cc2)c1=O (stereo not given)	0	-2.6	4	-2	-3	.	10	1	1.3
Cc1ccccc1C(=O)N1CCC(C(=O)Oc2ccc(C#N)cc2)CC1	4	2.2	-8	0	-7	6.0	9	-2	-3.9
CCOc1ccc(NC(=O)CCC(=O)Nc2nnc(CC)s2)cc1	-6	-0.9	5	-2	3	-2.0	-9	-3	-0.6
Nc1ccn([C@H]2CC[C@@H](CO)O2)c(=O)n1	4	-0.6	1	5	-1	-0.3	-5	3	-2.3
COC(=O)c1sc(C(C)(C)C)cc1CS(=O)(=O)c1ccc(Cl)cc1	-3	2.2	-7	-7	?	.	24	1	-2.1
C[C@@H]1CN([C@H](C)CO)C(=O)CCCn2nncc2CO[C@@H]1CN(C)C(=O)CCC(F)(F)F	.	.	3	-4	-9	-1.0&-0.1&0.3	0	0	-0.2
O=S(=O)(c1ccc(N2CCN(S(=O)(=O)c3ccccc3)CC2)nc1)N1CCCC1	-2	0.0	-12	7	5	-2.0	1	2	1.9
CCS(=O)(=O)c1ccc2oc(SCC(=O)NCc3ccccc3)nc2c1	-19	1.2	-7	4	-1	.	1	1	0.5
Cc1[nH]c2ccccc2c1C(=O)CN1C(=O)NC2(CCCCCC2)C1=O	-2	1.0	6	9	-6	0.3	3	-1	-4.6
O=C(O)CN1C(=O)/C(=C\c2ccc(OC(=O)c3ccco3)cc2)SC1=S	-1	-1.2	7	-22	1	-5.7	11	-4	2.0
Cc1ccc2c(CN3CCN(S(=O)(=O)/C=C/c4ccccc4)CC3)cc(=O)oc2c1	-4	-0.7	-12	-8	-10	.	-1	-1	-5.8
CCn1ccc(C(=O)Nc2cccc(Cl)c2)n1	-10	-2.1	3	4	-2	.	8	-2	-1.3
COc1ccccc1C1CC(=O)Nc2c1c(=O)n(C)c(=O)n2C (stereo not given)	-4	-0.8	5	5	-1	-0.9	9	0	-4.2
CCCCn1c(N)c(N(CC)C(=O)c2ccc(C)cc2)c(=O)[nH]c1=O	1	-0.1	6	-1	26	-0.1	-5	0	0.0
CN(CC(=O)Nc1ccc(S(=O)(=O)N2CCCC2)cc1)CC(=O)Nc1ccc(F)c(F)c1F	-3	1.2	-8	-1	-1	.	-1	-1	-0.4
O=C(c1ccc(Cl)cc1Cl)N1CCC(C(=O)N2CCOCC2)CC1	3	-2.4	10	-6	6	-0.4	-3	0	-0.5
COc1cccc(OCc2nnc(SCC(=O)NNC(=O)C3CCCCC3)n2C)c1	-10	-0.5	-2	3	-2	.	2	-2	-0.6
CCc1cc2c(=O)c(-c3nc(C)cs3)coc2cc1O	-20	0.0	8	3	-8	-0.4	12	2	-0.8
COc1cc(C(c2c(C)[nH][nH]c2=O)c2c(C)[nH][nH]c2=O)ccc1OS(=O)(=O)c1ccccc1	-6	1.5	-3	1	-5	2.3	8	2	-1.0
COc1ccccc1N1CCN(/N=C\c2cccnc2)CC1	2	-0.1	8	1	?	0.5	8	1	1.0
CCOC(=O)CC(NC(=O)Cc1ccc(F)cc1)c1ccccc1Cl (stereo not given)	-6	2.4	1	3	1	.	-4	4	1.4
COc1ccc2cc(C#N)c(NC(C)C)nc2c1	-4	-1.9	3	3	-27	-0.4	15	55*	-0.2
Brc1cccc(-c2nc3ccc(Br)cn3c2Cc2ccccc2)c1	.	.	.	4	6	-0.4	.	2	-4.5
O=C(NCC1CCCO1)C1CC(=O)N(c2cccc(Cl)c2)C1 (stereo not given)	10	-1.4	-2	2	0	-0.8	7	0	-3.4
COc1ccc(-c2onc3ccc(C(C)=O)cc23)cc1	-1	13*	i	0	-9	.	4	3	1.3
COc1cc2c(cc1OC)C(COc1ccc(F)cc1)N(C(C)=O)CC2 (stereo not given)	-3	2.2	-2	3	4	0.2	-7	1	1.6
CCC1CCCCN1C(=O)CSc1nnc(CNC(=O)c2ccco2)o1 (stereo not given)	1	-1.7	23	-2	-18	-1.5	8	1	1.0
O=C(/C(=C/O)N=Nc1ccccc1Cl)c1ccccc1	7	2.1	13	-5	-1	.	8	-3	-4.5
Cn1ccs/c1=N\C(=O)Nc1cccc(Cl)c1	6	3.1	3	-1	-2	.	-6	-3	-0.6
COC(=O)C1=C(C)NC2=C(C(=O)c3ccccc32)C1c1ccc(-c2ccc(C(=O)O)cc2)o1 (stereo not given)	-8	1.0	3	.	2	3.5	1	4	?
CC1=C(C(N)=O)C(c2ccc(Br)cc2)n2nc(CCCO)nc2N1 (stereo not given)	0	6.5	-3	-3	-9	-1.3	-5	-2	-5.1
COC(=O)c1ccccc1NC(=O)c1sc(=S)n(C)c1N	3	-0.2	3	-6	13	-1.7	14	9	1.0
O=C1c2ccccc2NC(c2cccc(F)c2)N1Cc1ccccc1 (stereo not given)	4	0.8	1	-10	-20	-0.5	6	58*	-1.9
CCCOc1ccc(C(C)=O)cc1CSCCC#N	-1	-5.1	-1	6	-8	8.5	-5	0	-4.3
Cc1ccc(NC(=O)CSc2nnc(-c3cccnc3)o2)c(C)c1	-5	0.1	6	-3	0	.	-6	-2	-4.1
CC(=O)/C=C/c1ccc2ccccc2n1	0	-1.0	1	3	0	.	18	4	-1.6
COC(=O)c1ccccc1NC(=O)CN(CCc1ccccc1)S(C)(=O)=O	-15	-2.1	0	-2	-25	0.7	3	6	-0.3
CC(C)C(NS(=O)(=O)c1cccs1)C(=O)Nc1nc(C(C)(C)C)cs1 (stereo not given)	-16	-0.9	4	11	-8	1.7	-5	3	-2.9
COc1ccc(C(C)=O)cc1CN1C(=O)NC(CC(C)C)C1=O (stereo not given)	4	-2.6	7	6	-5	.	-7	2	-2.6
CCC(C)[C@H](NC(=O)NCCCc1ccccc1)C(=O)OC (stereo not given in full)	-5	0.1	2	-2	-5	0.1	5	2	-0.3
CC(=O)N1N=C(c2ccccc2)CC1c1cccc([N+](=O)[O-])c1 (stereo not given)	8	0.5	0	-13	42*	-0.3	6	-3	-2.0
COc1ccccc1CNc1ccc2nnc(CCNC(=O)c3ccc(C)cc3)n2n1	-5	0.1	3	1	-8	.	-6	1	-6.5
COC(=O)c1cc(C(=O)c2ccc(Cl)cc2Cl)cn1C	0	2.4	3	8	0	5.4	4	-3	-1.0
CCCOc1ncnc2c1[nH]c1ccccc12	4	-0.1	-3	13	-1	3.6	5	25	-4.9
Cc1cc(O)ccc1Nc1cc(-c2cccc(N(C)C)c2)ncn1	.	.	.	-4	-1	-0.3	-4	0	-3.0
CC1=CC(C)(C)N(C(=O)CN2C(=O)CCC2=O)c2ccc(C)cc21	-2	0.5	5	-3	-7	.	-3	3	2.7
O=C(NC1CC2CCC(C1)N2Cc1ccco1)c1ccccc1 (stereo not given)	3	0.6	9	-11	4	-0.4	-1	1	-0.2

Reformatted: 2 of the compounds above.
> O=C(/C(=C/O)N=Nc1ccccc1Cl)c1ccccc1
  Rv3671c inh: 7	Mtb UGM inh: 2.1	MazF activator: 13	PrPC surface inh: -5	BoNT-F LC inh: -1	BioA inh: .	GDH-TPI inh: 8	Mtb FBA inh: -3	FadD28 FP inh: -4.5
> CC1=CC(C)(C)N(C(=O)CN2C(=O)CCC2=O)c2ccc(C)cc21
  Rv3671c inh: -2	Mtb UGM inh: 0.5	MazF activator: 5	PrPC surface inh: -3	BoNT-F LC inh: -7	BioA inh: .	GDH-TPI inh: -3	Mtb FBA inh: 3	FadD28 FP inh: 2.7
